HEK293 viab = GF-AFC viability counterscreen for inhibitors of alpha-synuclein gene (SNCA) expression; HEK-293-SNCA-luc viability, GF-AFC fluorescence, 24 h; Potency, µM (titrated, usually from 57.1 µM), without a hit: at the highest dose activity change, negative = cytotoxicity, most hits filed as cytotoxic; 0.12% of 150,000 active;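 note: potency is the fitted concentration of half-maximal effect; 0% = DMSO-treated cells and -100% = medium-only wells without cells; nearly all actives have a fitted effect of over 30% in size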
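HEK-293-SNCA-luc cells (1500/well) plated 24 h, then exposed 24 h to a dilution series; GF-AFC added 30 min at 37C, fluorescence 405/540 nm; normalised to medium-only and DMSO wells, Hill fit.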
GPT2 inhibitor = Primary qHTS assay for inhibitors of Glutamate pyruvate transaminase 2 (GPT2); Alanine aminotransferase 2 (Homo sapiens), Q8TD30; Recombinant GPT2, coupled pyruvate oxidase/HRP Amplex Red fluorescence; Potency, µM (series often up to 57.7 µM), inactives show at the top dose activity change, negative = inhibition, usual class: inhibitors; 0.25% of 100,000 active; AID 1671188, 2021; note: potency is the fitted concentration of half-maximal effect; nearly all actives have a fitted effect of over 60% in size; many of its hits are not listed in these tables
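Inhibition is scored from Amplex Red fluorescence generated when pyruvate oxidase and HRP act on pyruvate released by GPT2. Reactions contain 10ng/uL enzyme, 250uM a-KG and 2mM L-alanine and run 30 min at room temperature.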
FLuc inh = Firefly luciferase inhibition profiling of diverse chemical library using quantitative high-throughput screening | Potency, µM (titrated, usually from 115 µM), for the others: at the top dose activity change, negative = inhibition, hits mostly inhibitors | Luciferin 4-monooxygenase (Photinus pyralis), P08659 | 2.5% of 76,000 active | purified P. pyralis luciferase, luminescence, biochemical; note: potency is the fitted concentration of half-maximal effect; nearly all actives have a fitted effect of over 65% in size
Target sequence (P08659 whole entry, looked up): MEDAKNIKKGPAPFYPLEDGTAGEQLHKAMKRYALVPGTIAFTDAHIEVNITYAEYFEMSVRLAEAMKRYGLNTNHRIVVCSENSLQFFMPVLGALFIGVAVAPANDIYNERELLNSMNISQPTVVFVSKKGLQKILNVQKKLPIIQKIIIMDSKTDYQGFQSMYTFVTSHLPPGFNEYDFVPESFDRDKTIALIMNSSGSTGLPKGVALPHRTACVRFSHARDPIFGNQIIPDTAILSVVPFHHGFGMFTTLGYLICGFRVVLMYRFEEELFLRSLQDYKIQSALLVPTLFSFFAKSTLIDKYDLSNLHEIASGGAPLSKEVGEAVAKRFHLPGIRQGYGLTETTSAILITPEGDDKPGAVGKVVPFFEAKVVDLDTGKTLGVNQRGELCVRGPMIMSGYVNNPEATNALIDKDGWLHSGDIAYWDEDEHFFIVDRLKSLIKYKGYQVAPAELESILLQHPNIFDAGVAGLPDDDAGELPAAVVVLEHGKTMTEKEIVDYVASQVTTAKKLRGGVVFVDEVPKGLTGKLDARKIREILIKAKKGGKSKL
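Purified P. pyralis luciferase (10nM final) in 50mM Tris acetate pH 7.5, 10mM Mg acetate, 0.01% Tween-20, 0.05% BSA with 10uM D-luciferin and 10uM ATP. Compounds titrated qHTS. Luminescence imaged on CCD.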
SNCA expr inhib = Primary qHTS assay for inhibitors of alpha-synuclein gene (SNCA) expression | HEK-293 SNCA-luciferase knock-in, luminescence, 24 h | Potency, µM (titrated, usually from 57.2 µM), inactives show top-dose activity change, negative = inhibition, hits mostly inhibitors | 0.17% of 140,000 active | AID 1671194, 2021;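 note: potency is the fitted concentration of half-maximal effect; plate controls were DMSO cells for no effect and cell-free wells for full effect; nearly all actives have a fitted effect of over 45% in size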
IP6K1 inh = Primary qHTS assay for small molecule inhibitors of Inositol hexaphosphate kinase 1 (IP6K1). activity change, % (series mostly up to about 58 µM). 0.81% of 140,000 active. IP6K1 kinase, ADP-Glo luminescence, 2 h; hits give low values. Inositol hexakisphosphate kinase 1 (Homo sapiens), Q92551; in the data active = activity change below about -25%
Target sequence (Q92551 whole entry, looked up): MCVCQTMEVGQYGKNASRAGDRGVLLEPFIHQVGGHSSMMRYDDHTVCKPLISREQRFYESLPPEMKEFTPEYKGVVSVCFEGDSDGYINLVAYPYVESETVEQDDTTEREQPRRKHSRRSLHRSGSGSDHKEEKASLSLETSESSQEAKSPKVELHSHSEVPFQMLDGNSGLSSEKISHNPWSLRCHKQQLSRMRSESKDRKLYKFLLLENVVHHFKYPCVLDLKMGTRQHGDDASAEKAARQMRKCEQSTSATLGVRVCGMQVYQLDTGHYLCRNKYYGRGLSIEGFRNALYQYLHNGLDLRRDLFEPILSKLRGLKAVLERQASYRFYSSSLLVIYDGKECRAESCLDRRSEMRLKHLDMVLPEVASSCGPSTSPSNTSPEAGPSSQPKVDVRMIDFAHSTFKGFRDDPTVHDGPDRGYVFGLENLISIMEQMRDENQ
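ADP-Glo luminescence measures ADP made by human IP6K1 during a 2 h RT reaction with ATP/IP6 (mix at 1.3 mM/130 uM); top library doses 57.5 and 19.1 uM final.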
HEK293 tox = Cytotoxic Profiling in HEK 293 Cell Line of Diverse Libraries Using Quantitative High-Throughput Screening. AID 1345083, 2018. Potency, µM (series often up to 115 µM), inactives show at the highest dose activity change, negative = cytotoxicity, hits mostly inhibitors. 6.6% of 94,000 active. HEK 293 viability, ATP luminescence (CellTiter-Glo), 48-72 h; note: potency is the fitted concentration of half-maximal effect; nearly all actives have a fitted effect of over 60% in size
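Viability of HEK 293 cells, plated at 250 cells/well, was judged by cellular ATP after compound treatment for 48 or 72 hr. Luminescence was imaged 10 min after CellTiter-Glo addition at room temperature.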
3T3 cytotox = Cytotoxic Profiling in NIH 3T3 Cell Line of Diverse Libraries Using Quantitative High-Throughput Screening | NIH 3T3 viability, CellTiter-Glo ATP luminescence, 48-72 h | Potency, µM (series often up to 96.7 µM), for the others: top-dose activity change, negative = cytotoxicity, most hits filed as inhibitors | 4.3% of 94,000 active | AID 1345082, 2018; note: potency is the fitted concentration of half-maximal effect; nearly all actives have a fitted effect of over 55% in size
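Cells were seeded at 400 per well, treated with pin-transferred compound, and kept 48 or 72 hr at 37 °C before CellTiter-Glo addition and luminescence imaging of cellular ATP.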
An asterisk follows results filed as active; i = inactive; ? = inconclusive; . = not tested or not shown; & = joins results of further samples; [ ] = remark or other dose. Unless noted, calls come from the whole dose curve; as a rule, active = well fitted curve in the direction sought with a large enough effect; inconclusive = small, poorly fitted or top-dose-only effect, or another doubt; inactive = no such curve, though single readings can be large; an effect the other way counts as inactive or inconclusive. Unless noted, % is set by controls: 0 for no effect and ±100 for the full control effect.

Order of values – 3T3 cytotox	HEK293 viab	HEK293 tox	FLuc inh	IP6K1 inh	GPT2 inhibitor	SNCA expr inhib
#1 O=c1cc(N2CCOCC2)oc2c(-c3ccccc3F)nccc12
→ 8.9µM*	?	?	-1%[172 µM]	-21	1%[88.5 µM]	-3%[87.6 µM]
#2 COc1ccccc1Nc1ncnc2scc(-c3ccc(F)cc3)c12
→ .	0%	.	.	-13	.	5%
#3 CC1=C(CC/C(C)=C/C(=O)O)[C@@]2(C)CCCC(C)(C)C2CC1=O (stereo partly specified)
→ .	4%	.	.	4	i	.
#4 CCCNC(=O)Cn1nc(-c2ccc(C)cc2)c2cnc3ccc(CC)cc3c21
→ .	16%	.	.	2	.	2%
#5 COc1cc(OC)cc(-c2nc(C3CC(=O)N(c4ccc(C)cc4)C3)no2)c1 (stereo unspecified)
→ 4%	6%	9%	3%	0	i	-20%
#6 Cc1ccccc1NC(=O)Cn1c(=O)n(CCC(=O)NCc2ccc3c(c2)OCO3)c(=O)c2sccc21
→ .	-2%	.	.	-3	.	-13%
#7 NCCc1noc(Cc2ccccc2)n1
→ -1%	-3%[12.5 µM]	13%	-14%	20	i	?
#8 C=CCN1C[C@H]2COc3cc(OC)ccc3[C@H]2N(C(=O)CCCCC)CCC1=O
→ ?	.	-17%	.	7	.	.
#9 Cn1cnc([N+](=O)[O-])c1Sc1ncnc2nc[nH]c12
→ .	?	.	.	24&15	4%	4%
#10 C=C1CCC2C(C)(CO[C@@H]3O[C@H](CO)[C@@H](O)[C@H](O)[C@H]3O)C(O)CCC2(C)C1C(=O)CC1=CCOC1=O (stereo partly specified)
→ .	0%[23.9 µM]	.	.	9	i	.
#11 CCc1nncn1C1CCN(S(=O)(=O)c2ccc(F)c(Cl)c2)CC1
→ -20%	0%	-17%	-1%	2	4%	-13%
#12 O=C(O)CCCC(=O)N1Cc2ccccc2CC2(CCCCN2CCc2ccccc2)C1 (stereo unspecified)
→ i	-1%	i	.	-10	i	-22%
#13 CCOC(=O)C1=C(N)Oc2ccc(Cl)cc2C1C(C#N)C(=O)OCC (stereo unspecified)
→ .	-2%	.	.	-7	4%	.
#14 Cc1noc(C)c1-c1cc2cc(C(C)C)oc2c(NCCN(C)C)n1
→ 45µM*	-2%[87.6 µM]	71µM*	3%[172 µM]	-11	-6%[88.5 µM]	54%[activator][87.6 µM]
#15 Cc1ccccc1Nc1c(-c2cc(Br)ccc2F)nc2ccccn12
→ .	8%	.	.	-1	.	-8%
#16 COc1ccc(S(=O)(=O)NC2(C(F)(F)F)NC(=O)N(CCc3ccc(OC)c(OC)c3)C2=O)cc1 (stereo unspecified)
→ .	12%	.	.	24	.	4%
#17 O=C(C[C@@H]1CCNC[C@@H]1Cc1cc(CN2CCCCC2)on1)N1CCCCC1
→ -26%[174 µM]	2%[87.6 µM]	-10%[172 µM]	-1%[172 µM]	10	i	?
#18 Cc1cccc(CN2CC[C@@H]3OCC(=O)N(Cc4ccc(O)cc4)[C@H]3CC2)c1
→ -27%[138 µM]	-13%[87.6 µM]	?	1%[172 µM]	14	i	-1%[87.6 µM]
#19 CN(Cc1ccc2nsnc2c1)c1cc(C2CC(O)C2)ncn1 (stereo unspecified)
→ ?	-2%	?	0%	1	1%	37%[activator]
#20 CC(C)(C)CC(=O)N[C@H]1C[C@@](O)(C(=O)NCC(N)=O)C[C@@H](O)[C@@H]1O
→ -18%[174 µM]	-2%[87.6 µM]	-7%[172 µM]	-8%[172 µM]	1	-2%[88.5 µM]	-12%[87.6 µM]
#21 COc1ccc(C)cc1NC(=O)C1CCN(S(=O)(=O)c2ccc3c(c2)CCCN3C(C)=O)CC1
→ .	8%	.	.	-12	.	13%
#22 CCOC(=O)c1[nH]ncc1C1CC(=O)Nc2n[nH]c(-c3ccccc3)c21 (stereo unspecified)
→ -26%	-19%	-17%	-3%	13	2%	8%
#23 CC(C)COC(=O)N1CCCn2nc(-c3nc4ccccc4n3C)cc2C1
→ ?	-9%	?	?	-5	-29%	31%
#24 Cc1noc(C)c1[S+](=O)([O-])N1CCC(c2nn(-c3ccc(F)cc3)c(=O)[nH]2)CC1
→ -24%	-7%	-10%	5%	6	-2%	?
#25 CCOc1nccn2c(-c3ccc(CNC(=O)c4ccnn4C)cc3)cnc12
→ ?	-13%[87.6 µM]	?	-8%[172 µM]	4	3%[88.5 µM]	?
#26 c1ccc(-c2cc(CC3(NCc4ccc5c(c4)OCO5)COC3)no2)nc1
→ -27%[174 µM]	-14%[87.6 µM]	-30%[172 µM]	-2%[172 µM]	4	i	4%[87.6 µM]
#27 COc1ccc(-c2cc(N3CCCC(NC(=O)c4ccc(C(F)(F)F)cc4)C3)n[nH]2)cc1 (stereo unspecified)
→ 45µM*	-9%	?	-19%	0	i	28%
#28 COc1ccc2c(c1)c1c(c(=O)n(Cc3ccccc3)c(=O)n1Cc1cccc(Cl)c1)n2C
→ .	-15%	.	.	20	.	18%
#29 Cc1c(Cl)cccc1NC(=O)Cn1nnc(-c2nc(-c3ccccc3)no2)c1N
→ .	0%	.	.	-1	.	6%
#30 Cc1cccnc1CNC[C@H]1O[C@@H]2C[C@@H](CC(=O)N3CCOCC3)O[C@@H]2[C@@H]1O
→ 2%[174 µM]	6%[87.6 µM]	4%[172 µM]	0%[172 µM]	0	-15%[88.5 µM]	-9%[87.6 µM]

Random excerpt: 4 records from the list
Order of values – 3T3 cytotox	HEK293 viab	HEK293 tox	FLuc inh	IP6K1 inh	GPT2 inhibitor	SNCA expr inhib
#11 CCc1nncn1C1CCN(S(=O)(=O)c2ccc(F)c(Cl)c2)CC1
→ -20%	0%	-17%	-1%	2	4%	-13%
#26 c1ccc(-c2cc(CC3(NCc4ccc5c(c4)OCO5)COC3)no2)nc1
→ -27%[174 µM]	-14%[87.6 µM]	-30%[172 µM]	-2%[172 µM]	4	i	4%[87.6 µM]
#8 C=CCN1C[C@H]2COc3cc(OC)ccc3[C@H]2N(C(=O)CCCCC)CCC1=O
→ ?	.	-17%	.	7	.	.
#14 Cc1noc(C)c1-c1cc2cc(C(C)C)oc2c(NCCN(C)C)n1
→ 45µM*	-2%[87.6 µM]	71µM*	3%[172 µM]	-11	-6%[88.5 µM]	54%[activator][87.6 µM]

Next section
Order of values – 3T3 cytotox	HEK293 viab	HEK293 tox	FLuc inh	IP6K1 inh	GPT2 inhibitor	SNCA expr inhib
#31 COCCN1CCCC2(CCN(c3ccc4ccccc4n3)C2)C1=O (stereo unspecified)
→ ?	-3%	-33%	?	-2	i[11.5 µM]	45%[activator]
#32 COc1ccc(S(=O)(=O)NCc2ccc3c(c2)CCN3C(=O)c2ccc(C)cc2)cc1Cl
→ .	-24%	.	.	38	.	47%[activator]
#33 Cc1ncsc1C(=O)N1CCCC(c2ccc(C(=O)O)cc2)C1 (stereo unspecified)
→ -18%	8%	4%	-1%	12	i	17%
#34 Cc1cccc(NC(=O)CSc2nc3ccccc3nc2N2CCC(C)CC2)c1
→ .	6%	.	.	-7	.	-19%
#35 CC(NC(=O)C1CCN(c2cc(C(F)(F)F)ncn2)CC1)c1ccc(F)cc1 (stereo unspecified)
→ ?	0%	?	-5%	0	i	-10%
#36 CN(C)c1cccc(Nc2cc3c(cn2)CN(Cc2ccccc2)CCN3)c1
→ 45µM*	?	28µM*	22µM*	6	-16%[88.5 µM]	61%[activator][87.6 µM]
#37 O=C(N[C@@H]1CCC[C@@H]1C(=O)N1CCN(c2ccccc2F)CC1)c1ccncc1
→ -12%	3%	?	-2%	6	i	21%
#38 CC1CCN(CC[C@H]2CCCN2S(=O)(=O)c2cccc(O)c2)CC1
→ .	0%	.	.	.	?	-18%
#39 O=C(N[C@H]1CCN2C(=O)c3cc(-c4cccc(C(F)(F)F)c4)ccc3NC(=O)[C@H]12)C1CCCC1
→ ?	-6%	?	4%	-7	-6%	2%
#40 CC(C)(CO)c1cc2cc(NC(=O)C3(c4ccc5c(c4)OC(F)(F)O5)CC3)c(F)cc2n1CC(O)CO (stereo unspecified)
→ .	-8%	.	.	-11	i	.
#41 COCCn1c(=O)c(C(=O)NCc2cccc(F)c2)nc2cccnc21
→ -3%	6%	-5%	.	13	0%	-3%
#42 O=C(CCS(=O)(=O)c1cc(Br)cc2c1N(C(=O)C1CC1)CC2)NCc1ccc(Cl)cc1
→ .	12%	.	.	-3	.	4%
#43 Cc1nc(CCC(=O)N2CCCC(CCc3c(F)cccc3F)C2)n[nH]1 (stereo unspecified)
→ -1%	8%	-6%	0%	-2	-1%	-14%
#44 CSc1ncc(C(=O)Nc2ccccc2C(=O)c2ccccc2)c(C)n1
→ .	-4%	.	.	-12	.	-6%
#45 COc1ccccc1NC(=O)c1oc2ccccc2c1NC(=O)Cc1ccccc1
→ .	-12%	.	.	16	.	-16%
#46 COc1ccc(CN(Cc2ccco2)c2cnc(S(C)(=O)=O)nc2C(=O)Nc2ccc(C)cc2C)cc1
→ .	-1%	.	.	-26*	.	4%
#47 Cc1ccccc1OCC(=O)c1ccc2c(c1)N(CC(=O)NCc1ccco1)C(=O)CO2
→ -18%	?	?	-10%	4	i	-20%
#48 CC(=O)c1ccc(NC(=O)C2CCC(CNS(=O)(=O)c3ccc(Br)s3)CC2)cc1 (stereo unspecified)
→ .	-6%	.	.	1	.	-11%
#49 COc1ccc(S(=O)(=O)c2c(O)c3ccc(C(=O)NCc4ccccc4)cc3[nH]c2=O)cc1
→ .	-2%	.	.	-7	.	-14%
#50 CNC(=O)c1cc(C2CC2)nc2onc(C3CCN(C(=O)c4ccc(F)cc4)C3)c12 (stereo unspecified)
→ -37%	.	?	.	-3	.	.
#51 COc1ccc(CNC(=O)[C@H]2CCC[C@H]2NC(=O)c2cnc(C)cn2)c(OC)c1
→ 2%	4%	i	0%	14	i	-2%
#52 CCCCn1c(=N)c(S(=O)(=O)c2ccc(C)cc2)cc2c(=O)n3cc(C)ccc3nc21
→ .	7%	.	.	-7	.	-6%
#53 COc1cc(OC)cc(C(=O)NC2CCN(c3cc(C(F)(F)F)ncn3)CC2)c1
→ -22%	-3%	0%	1%	13	-8%	-2%
#54 Cc1cc(CNC(=O)c2cc(C(=O)NCc3ccc(F)c(C)c3)ncn2)ccc1F
→ .	-5%	.	.	-21	5%	.
#55 O=C(NCc1ccc2c(c1)OCO2)C1CCN(c2cn[nH]c(=O)c2)C1 (stereo unspecified)
→ -5%	9%	i	0%	23	i	0%

Not all compounds are listed; rates above refer to the full screens.
